High-throughput results from PubChem.
PAX8 reporter: PAX8 transcriptional activity inhibition; RMG-I TPO-luciferase reporter, SteadyGlo, 24 h; AID 652154; 1.2% of 360,000 active; inhibition, % at 12.6 µM;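 active means mean replicate inhibition at least 60% with every replicate also reaching 60%; inconclusive means only one of the two criteria is met; inactive means mean below 60% and not all replicates reaching 60%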;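 further: luciferase light reporting Pax8 driven TPO promoter activity; plate controls were median of neutral control wells for no effect and mitoxantrone controls for full effect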
SIRT5 inh: inhibitors of human sirtuin-5 desuccinylase. Purified SirT5, succinyl-peptide AMC, trypsin-coupled fluorescence. 1.1% of 330,000 active. inhibition, % at 15 µM. Q9NXA8; in the data active means inhibition above about 15%; inconclusive means no clear call, values can overlap the other calls
Target sequence (Q9NXA8 whole entry, looked up): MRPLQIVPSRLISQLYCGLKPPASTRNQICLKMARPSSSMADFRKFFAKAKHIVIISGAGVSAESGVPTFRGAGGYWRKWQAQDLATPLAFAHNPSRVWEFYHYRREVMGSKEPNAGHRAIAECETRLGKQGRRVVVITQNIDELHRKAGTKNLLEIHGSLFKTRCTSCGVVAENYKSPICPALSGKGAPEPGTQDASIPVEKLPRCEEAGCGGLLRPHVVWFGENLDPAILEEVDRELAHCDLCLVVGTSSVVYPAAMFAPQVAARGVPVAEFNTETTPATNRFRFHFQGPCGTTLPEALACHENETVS
EWS-Fli block: blocks EWS/Fli oncoprotein-driven transcription; A673 NR0B1-luciferase reporter, viability-normalised; inhibition, % at 12.6 µM; 0.67% of 350,000 active; AID 651661;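 active means mean inhibition of at least 50% after viability correction, with every replicate also passing that limit; inconclusive means mean reaches 50% but only one of two replicates passes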;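 further: firefly luciferase signal divided by Alamar Blue viability fluorescence both relative to DMSO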
DENV2 CPE: protects cells from dengue virus 2 cytopathic effect; 1.7% of 350,000 active; DENV2-infected cells, cytopathic effect rescue, plate reader; CPE inhibition, % at 9.99 µM; AID 651640; in the data active means CPE inhibition above about 20%, passing the limit was not always enough; inconclusive means no clear call, values can overlap the other calls; tested in BHK-21 cells;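 further: 0% = median of neutral control wells and 100% = median of positive control wells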
LGR2 antag: Drosophila LGR2 receptor signaling inhibition; HEK293 LGR2, CRE-luciferase, bursicon-stimulated, 4 h; inhibition, % at 9.99 µM; 0.35% of 380,000 active;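 active means drop in luminescence signal, shown as inhibition above about 50% in the replicate tests, limit read from the data, passing the limit was not always enough; inconclusive means probably only some replicates passing the limit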;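 further: agonist challenge used bursicon conditioned medium at about half maximal strength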
Casp6 inh: blocks human caspase-6 cleavage activity; 0.53% of 350,000 active; AID 686996; purified caspase-6, Z-VEID-R110 cleavage fluorescence; inhibition, % at 12.5 µM;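 active means mean inhibition across replicates at least about 35%, with every replicate also reaching that limit, limit read from the data; inconclusive means only one of the two criteria met; inactive means neither criterion met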;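 further: 0% = median of neutral control wells and 100% = no fluorescence left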
Target sequence (P55212 24-179 limits assumed): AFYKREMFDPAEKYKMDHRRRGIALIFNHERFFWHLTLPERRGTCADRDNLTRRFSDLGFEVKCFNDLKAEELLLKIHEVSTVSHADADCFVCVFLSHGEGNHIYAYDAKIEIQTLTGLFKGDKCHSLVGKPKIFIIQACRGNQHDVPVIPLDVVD
Target sequence (P55212 194-293 limits assumed): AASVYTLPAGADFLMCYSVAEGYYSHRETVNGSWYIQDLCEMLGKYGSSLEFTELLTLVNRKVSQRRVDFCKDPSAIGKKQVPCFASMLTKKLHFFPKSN
ARNT TACC3 PPI: disruptors of human ARNT/TACC3 interaction. AID 623870. inhibition, % at 9.99 µM. 0.66% of 390,000 active. AlphaScreen His-ARNT PAS-B/GST-TACC3 binding, luminescence; TACC3 fragment carries E629A point mutation;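 active means mean inhibition of replicates at least 50% and at least half of replicates each reaching 50%; inconclusive means half or more replicates reach 50% but mean below 50%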;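 further: 0% = complete ARNT plus TACC3 wells and 100% = ARNT alone without TACC3; many hits fall short of the cut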
The depositor's hits bear a star; ? = inconclusive; . = not tested or not shown.

Each structure is followed by: PAX8 reporter	SIRT5 inh	EWS-Fli block	DENV2 CPE	LGR2 antag	Casp6 inh	ARNT TACC3 PPI
- COc1ccccc1Nc1nc(C)c(C(=O)Nc2ccccc2)s1
  -18	1	-10	-6	-12	2	0
- CCC1(CC)Cc2ccccc2-c2nc(CCl)[nH]c(=O)c21
  9	-1	7	6	-12	-1	-4
- C[C@H](CO)N1C[C@H](C)[C@H](CN(C)C(=O)Nc2cccc(F)c2)OCc2ccccc2-c2ccccc2C1=O
  .	4	0	16	1	-2	8
- CC1CN(C(=O)CCC(=O)NCc2ccc(Cl)cc2)c2ccccc2S1 (stereo not given)
  -10	-2	-5	-7	7	0	0
- O=C(CSc1nccn1Cc1ccco1)Nc1ccc(F)cc1
  -16	0	.	1	0	-1	-22
- CC(=O)c1ccc(NC(=O)Nc2sc(NS(=O)(=O)c3ccccc3)nc2C)cc1
  -3	1	8	2	6	0	-11
- Cc1ccc(C)c(-n2c(Cc3cccs3)n[nH]c2=S)c1
  -7	-2	1	-1	15	1	-3
- COc1ccc(OC)c2[nH]c(C(=O)O)cc12
  .	-1	-62	.	11	1	2
- COc1ccc(/C=N/Nc2nc(-c3ccc(C)cc3)c(NC(C)=O)s2)cc1OC
  15	-2	-7	-1	9	-2	2
- CCNC(=S)N1CCN(Cc2ccc3c(c2)OCO3)CC1
  -15	1	2	12	15	-1	-5
- O=C(C[C@@H]1C[C@@H]2c3cc(NC(=O)Nc4ccc(F)cc4)ccc3O[C@@H]2[C@H](CO)O1)NCC1CC1
  0	.	-10	14	-3	.	-7
- C[C@H]1CN([C@@H](C)CO)C(=O)Cc2cc(NC(=O)CCN3CCOCC3)ccc2O[C@H]1CN(C)CC1CCCCC1
  .	20*	7	-1	13	0	-1
- CCOc1ccc(C(C(=O)NC2CCCC2)N(CCCO)C(=O)c2ccc(-c3ccccc3)[nH]2)cc1 (stereo not given)
  29	1	2	2	10	-4	-2
- COc1ccc(S(=O)(=O)Nc2cccc3c2O[C@@H](CN(C)S(=O)(=O)c2ccc(Cl)cc2)[C@H](C)CN([C@@H](C)CO)C3=O)cc1
  -2	-5	2	0	1	-2	-22
- CN(C)C(=O)c1ccc(-c2ccc(C3[C@@H]4CN(C(=O)c5ccccn5)C[C@H]3N4)cc2)cc1 (stereo not given in full)
  -2	.	-2	?	-2	.	.
- Cc1ccc(N=Cc2nc(/C=C/c3cccc([N+](=O)[O-])c3)oc2O)cc1
  .	-2	-7	-2	-5	1	-1
- CC1CCC(NC(=O)C2CCN(C(=O)Nc3ccccc3)CC2)CC1 (stereo not given)
  -4	-9	-7	-8	-24	-3	.
- Cc1ccn2cc(CNC(=O)c3ccc(Br)o3)nc2c1
  -4	1	4	4	-8	0	0
- COc1ccccc1NC(=O)N1CCCCN2[C@H](CO)[C@@H](c3ccc(C#CC4CC4)cc3)[C@@H]2C1
  15	8	-4	-10	.	0	.
- COc1cc(/C=N/NC(=O)C23CC4CC(CC(C4)C2)C3)cc(Br)c1O
  67*	-5	3	-4	7	3	4
- CCCN1[C@H](C(=O)N2CCCCC2)[C@@H](CO)[C@@H]2Cn3c(cccc3=O)[C@@H]21
  -6	2	-8	-3	-3	3	3
- Cc1cc(-c2ccco2)n(CC(=O)NCCN(C)C)n1
  -10	1	0	8	-2	-1	-3
- COc1ccc(NC(=O)CN(C)S(=O)(=O)c2ccccc2)cc1OC
  .	0	3	-3	-4	1	0
- CC(=O)N(C)C[C@H]1Oc2ncc(C3=CCCC3)cc2C(=O)N([C@@H](C)CO)C[C@@H]1C
  .	-5	-10	0	17	-1	10
- CC1(C)CC(=O)C=C(c2ccccc2-c2ccc(S(C)(=O)=O)cc2)C1=O
  -3	-4	1	4	-20	0	.
- CC(=O)c1cc(CN2CCC(C(=O)Nc3ccc(-n4nc(C)cc4C)cc3)CC2)cs1
  -7	-3	11	-1	14	0	.
- CCc1ccc(N2C(=O)Nc3ccc(Br)cc3C2(O)C(=O)NCCN(C)C)cc1 (stereo not given)
  5	-6	5	-6	11	1	-23
- COc1ccccc1N1CCN(C(=O)C2CCCN(S(=O)(=O)c3ccc4c(c3)oc(=O)n4C)C2)CC1 (stereo not given)
  27	2	.	-8	8	2	0
- CCC(=O)N1[C@@H](CO)[C@@H](c2ccccc2)[C@@H]1CN(C)C(=O)c1ccccc1F
  -2	14	-11	-10	1	-8	4
- C[C@H]1CN([C@@H](C)CO)C(=O)c2cc(Br)cnc2O[C@H]1CN(C)C(=O)c1ccccc1F
  .	5	6	?	-5	-6	4
- COc1ccc(CCC(=O)OCc2csc(CC(=O)Nc3ccc(C)cc3)n2)cc1OC
  -19	-2	-11	1	-18	-4	.
- C[C@H]1CN([C@@H](C)CO)C(=O)c2cccc(NS(=O)(=O)c3cccs3)c2O[C@@H]1CN(C)S(=O)(=O)c1ccccc1
  .	-2	-5	-4	13	-3	1
- COc1ccc(Cl)cc1NC(=O)COC(=O)c1ccc(Cl)nc1
  8	-5	10	1	-7	4	.
- CCC(C)NC(=O)C1CCCN(S(=O)(=O)c2ccc3c(c2)CC(C)N3C(C)=O)C1 (stereo not given)
  -2	1	4	4	-4	3	0
- O=S(=O)(Cc1ccccc1)N1[C@@H]2CNC[C@H]1C2c1ccc(-c2ccccc2)cc1 (stereo not given in full)
  .	-1	.	-8	23	-1	.
- COc1ccc(-c2nc3nc(SC)nn3cc2C)cc1F
  -4	.	6	4	3	1	-1
- CN(C)CC(=O)N1[C@H](C#N)[C@@H](c2ccccc2-c2ccccc2F)[C@H]1CO
  .	-4	12	3	-7	0	.
- C[C@H]1CN([C@@H](C)CO)C(=O)c2cccc(NC(=O)c3nc4ccccc4s3)c2O[C@@H]1CN(C)C(=O)Nc1cccc2ccccc12
  .	0	3	7	8	-2	8
- CO[C@H]1CN(C)C(=O)c2cc(NC(=O)c3cc(C)on3)ccc2OC[C@@H](C)NC[C@H]1C
  -7	-6	1	-1	4	.	-7
- O=C(c1ccc(CS(=O)(=O)c2ccc(Br)cc2)o1)N1CCN(c2ccc(F)cc2)CC1
  14	3	.	0	10	8	-2
- CC(=O)N(C)C[C@H]1Oc2cc(C#Cc3cccnc3)ccc2S(=O)(=O)N([C@H](C)CO)C[C@H]1C
  .	-3	8	-11	0	6	-3
- O=c1c2ccccc2c(C=Nc2ccc(S(=O)(=O)N3CCCCC3)cc2)c(O)n1-c1ccc(Cl)cn1
  5	.	.	.	1	.	7
- COc1ccc(S(=O)(=O)Nc2ccccc2OC)cc1NC(=O)Cc1cccs1
  20	.	.	.	-15	.	-3
- O=C(NC(=S)Nc1cc(C(F)(F)F)ccc1N1CCOCC1)c1sc2ccccc2c1Cl
  7	2	23	-5	-8	0	-7
- Cc1nn(C)c(C)c1CNC(=O)c1cnn2c1NC(c1ccccc1)CC2C(F)(F)F (stereo not given)
  .	.	.	.	13	0	-1
- CC(C)C(=O)C1=Cc2cc([N+](=O)[O-])ccc2OC1N1CCOCC1 (stereo not given)
  -8	4	9	-2	15	7	-2
- O=C(CSc1nnc(SCc2cccc3ccccc23)s1)N/N=C/c1c[nH]c2ccccc12
  -5	.	.	.	-17	.	2
- Cc1ccc(S(=O)(=O)NCC(=O)NCC(=O)NC(C)c2ccccc2Br)cc1C (stereo not given)
  13	0	3	8	1	2	1
- O=C(Nc1cccc(F)c1)N1CC(=O)N2[C@H](C1)[C@@H](c1ccc(Br)cc1)[C@@H]2CO
  0	0	1	-11	-5	1	.
- CC(C)C[C@@H](COc1ccccc1)N1CCN(Cc2ccccc2)CCC1=O
  -14	.	6	28*	1	-1	1
- CC(Oc1cccc([N+](=O)[O-])c1)C(=O)NCCC1=CCCCC1 (stereo not given)
  -1	-1	6	0	.	4	1
- COc1cccc(/C=N/n2c(-c3n[nH]c4c3CCC4)n[nH]c2=S)c1O
  7	.	.	.	20	.	34*
- O=C(c1ccoc1)N1CCN(c2cc(-c3cccnc3)nc3cc(-c4cccc(Cl)c4)nn23)CC1
  32	-4	13	-1	-7	1	.
- C[C@@H]1CN([C@H](C)CO)C(=O)c2cc(-c3ccc(F)cc3)cnc2O[C@@H]1CN(C)C(=O)NC1CCCC1
  -19	-5	1	2	30	3	-8
- CC1C(=NO)C(C)C(c2ccc(N(C)C)cc2)NC1c1ccc(N(C)C)cc1 (stereo not given)
  .	-10	-7	-2	-11	0	0

14 entries from above, with tabs.
molecule	PAX8 reporter	SIRT5 inh	EWS-Fli block	DENV2 CPE	LGR2 antag	Casp6 inh	ARNT TACC3 PPI
O=C(c1ccc(CS(=O)(=O)c2ccc(Br)cc2)o1)N1CCN(c2ccc(F)cc2)CC1	14	3	.	0	10	8	-2
CC(=O)N(C)C[C@H]1Oc2cc(C#Cc3cccnc3)ccc2S(=O)(=O)N([C@H](C)CO)C[C@H]1C	.	-3	8	-11	0	6	-3
O=c1c2ccccc2c(C=Nc2ccc(S(=O)(=O)N3CCCCC3)cc2)c(O)n1-c1ccc(Cl)cn1	5	.	.	.	1	.	7
COc1ccc(S(=O)(=O)Nc2ccccc2OC)cc1NC(=O)Cc1cccs1	20	.	.	.	-15	.	-3
O=C(NC(=S)Nc1cc(C(F)(F)F)ccc1N1CCOCC1)c1sc2ccccc2c1Cl	7	2	23	-5	-8	0	-7
Cc1nn(C)c(C)c1CNC(=O)c1cnn2c1NC(c1ccccc1)CC2C(F)(F)F (stereo not given)	.	.	.	.	13	0	-1
CC(C)C(=O)C1=Cc2cc([N+](=O)[O-])ccc2OC1N1CCOCC1 (stereo not given)	-8	4	9	-2	15	7	-2
O=C(CSc1nnc(SCc2cccc3ccccc23)s1)N/N=C/c1c[nH]c2ccccc12	-5	.	.	.	-17	.	2
Cc1ccc(S(=O)(=O)NCC(=O)NCC(=O)NC(C)c2ccccc2Br)cc1C (stereo not given)	13	0	3	8	1	2	1
O=C(Nc1cccc(F)c1)N1CC(=O)N2[C@H](C1)[C@@H](c1ccc(Br)cc1)[C@@H]2CO	0	0	1	-11	-5	1	.
CC(C)C[C@@H](COc1ccccc1)N1CCN(Cc2ccccc2)CCC1=O	-14	.	6	28*	1	-1	1
CC(Oc1cccc([N+](=O)[O-])c1)C(=O)NCCC1=CCCCC1 (stereo not given)	-1	-1	6	0	.	4	1
COc1cccc(/C=N/n2c(-c3n[nH]c4c3CCC4)n[nH]c2=S)c1O	7	.	.	.	20	.	34*
O=C(c1ccoc1)N1CCN(c2cc(-c3cccnc3)nc3cc(-c4cccc(Cl)c4)nn23)CC1	32	-4	13	-1	-7	1	.
